Assay outcomes from PubChem.
NS5 inhibitors = Dengue-2 NS5 methyltransferase inhibitors, primary screen, biochemical, confirmation dose response (AID 588689). hit rate 0.3% among 340,000. one-dose inhibition, % at 25 µM; IC50 in µM for titrated hits. Dengue-2 NS5 methyltransferase capping enzyme assay, biochemical; higher % means a stronger effect; in the data active = a potency from the dose series; inconclusive = inhibition above about 29% without an active follow-up result
K1F lysis inhibition = inhibition of K1F phage lysis, E. coli UTI89, bacterial capsule biogenesis inhibitors, alamar blue (AID 488966) | E. coli UTI89 K1F phage lysis, alamar blue, 2 h; higher % means a stronger effect | one-dose inhibition, % at 100 µM; IC50 in µM for titrated hits | hit rate 0.02% among 340,000;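 active = phage lysis inhibition, versus mean bacterial control, above a set limit; inconclusive = no clear call, values can overlap the other calls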;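 also: capsule biogenesis inhibitors block K1F phage lysis so surviving cells raise fluorescence; higher fluorescence means more inhibition of phage lysis; actives were called in the ten point dose series up to 300 µM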
West Nile virus CPE = West Nile virus antiviral activity, cell-based, CPE readout (AID 1621). hit rate 0.02% among 290,000. one-dose CPE inhibition, % at 10 µM; IC50 in µM for titrated hits. West Nile virus-infected cells, CPE inhibition; higher % means a stronger effect; in the data active = a potency from the dose series; inconclusive = CPE inhibition mostly from about 3.7% at the one dose, without a potency; inactive = the rest, 99 in 100 with CPE inhibition below about 2.2%; also: strong numbers were not always called active
SV40 large T antigen = TAg ATPase/helicase activity blockers – biochemical (AID 1903) | SV40 large T antigen ATPase/helicase inhibition assay; higher % means a stronger effect | inhibition, % at 20 µM; hits with a dose series show IC50 in µM | hit rate 0.39% among 310,000; in the data active = a potency from the dose series; inconclusive = inhibition mostly from about 32% at the one dose, without a potency; inactive = the rest, 99 in 100 with inhibition below about 32%; also: strong numbers were not always called active
NTR1 agonist = agonists of NTR1, primary screen, imaging, U2OS cells, beta-arrestin-GFP, high content (AID 493036). NTR1-U2OS beta-arrestin-GFP spot imaging, agonist mode. P30989. hit rate 0.17% among 330,000. activation, % at 20 µM;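 active = activation at or above 40% of the spot to cytoplasm intensity ratio, with at least 20 cells analyzed; inconclusive = wells under 20 cells, flagged as cytotoxic or low count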;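 also: 0% = DMSO without peptide and 100% = 100 nM NTR1 peptide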
Target sequence (P30989 whole entry, looked up): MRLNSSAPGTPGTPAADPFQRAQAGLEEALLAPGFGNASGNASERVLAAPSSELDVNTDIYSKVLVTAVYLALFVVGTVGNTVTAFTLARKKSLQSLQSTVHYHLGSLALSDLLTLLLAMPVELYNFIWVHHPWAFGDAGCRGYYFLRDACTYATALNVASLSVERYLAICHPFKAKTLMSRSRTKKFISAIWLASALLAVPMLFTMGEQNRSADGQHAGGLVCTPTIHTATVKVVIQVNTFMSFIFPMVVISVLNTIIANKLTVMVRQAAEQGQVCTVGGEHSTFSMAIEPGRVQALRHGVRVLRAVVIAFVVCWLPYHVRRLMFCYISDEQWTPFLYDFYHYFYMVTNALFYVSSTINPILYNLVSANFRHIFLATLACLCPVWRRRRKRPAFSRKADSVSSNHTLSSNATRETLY
RSV antiviral HEp-2 = inhibition of RSV-induced cytopathic effect – HEp-2 cells, primary 10 µM value included (AID 2391). CPE inhibition, % at 10 µM; hits with a dose series show IC50 in µM. HEp-2 cells, RSV-induced CPE inhibition; higher % means a stronger effect. hit rate 0.13% among 310,000; in the data active = a potency from the dose series; inconclusive = CPE inhibition mostly from about 23% at the one dose, without a potency; inactive = the rest, 99 in 100 with CPE inhibition below about 21%; also: strong numbers were not always called active
AID2073 = inhibitors of Mint1-CaV2.2 protein interaction, biochemical, HTRF (AID 2073); hit rate 0.19% among 290,000; HTRF protein-protein interaction, Mint1-CaV2.2; higher % means a stronger effect; inhibition, % at 20 µM; hits with a dose series show IC50 in µM; in the data active = inhibition mostly above about 51%, no sharp cut-off; inconclusive = no clear call, values can overlap the other calls; inactive = mostly below about 53%; also: some results filed as inactive read as strong as hits
SIAH1 antagonists = Siah-1 peptide-binding antagonists, primary screen, biochemical, fluorescence polarization, rhodamine-plectin, uHTS (AID 1817). hit rate 0.02% among 290,000. one-dose displacement, % at 20 µM; IC50 in µM for titrated hits. Siah-1 / rhodamine-plectin peptide fluorescence polarization; higher % means a stronger effect;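 active = displacement of at least 50% at 20 µM, with a fluorescence ratio check between 0.3 and a set limit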;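 also: plate controls were Siah plus tracer with DMSO for no effect and tracer alone without Siah for full effect; strong numbers were not always called active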
Rac1 GTP hydrolysis = MgcRacGAP GTPase-activating activity inhibitors, confirmation, biochemical, ADP Hunter fluorescence. MgcRacGAP-stimulated Rac1 GTP hydrolysis, ADP Hunter fluorescence; higher % means a stronger effect; GST-tagged Rac1 F28L mutant substrate. inhibition, % at 30 µM; hits with a dose series show IC50 in µM. hit rate 0.6% among 340,000. AID 624330;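 active = first-screen hits whose inhibition reached a set limit at any dose in the follow-up dose series; inconclusive = inhibition above the set first-screen limit but never retested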;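 also: fluorescence reports GDP produced by GAP-driven GTP hydrolysis; strong numbers were not always called active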
NTR1 agonist cell count 20 µM = further read-out of NTR1 agonist, marked with its call; cell count; measured here: cell count, cytotoxicity flag
NS5 inhibitors pilot replicate = second read-out of NS5 inhibitors, no call of its own (marks repeat the call); inhibition, %; measured here: pilot screen replicate inhibition
* marks the source's active call; other numbers are inactive results; ? = inconclusive; nt = no result given; [ ] = dose if it differs, or a comment.

SMILES	NS5 inhibitors	K1F lysis inhibition	West Nile virus CPE	SV40 large T antigen	NTR1 agonist	NTR1 agonist cell count 20 µM	RSV antiviral HEp-2	AID2073	SIAH1 antagonists	Rac1 GTP hydrolysis	others
Cn1cc(CNCC2CCCO2)c(-c2ccc(Oc3ccccc3)cc2)n1 (stereo not drawn)	nt	0.9%	0.7%	7%	0.5	95	-3.0%	-13%	-4%	-1%
Cc1cc(-c2nnc(SCC(=O)Nc3ccc(F)cc3F)n2N)n[nH]1	-9%	0.5%	0.3%	23%	1.4	41	0.3%	22%	-2%	8%
CC(=O)Nc1ccc(OCC(O)CN2C(C)CCCC2C)cc1 (stereo not drawn)	-4%	5.1%	0.0%	25%	-0.1	59	2.4%	3%	18%	7%
O=C(NCc1ccc(F)cc1)c1cc2sccc2n1Cc1ccc(F)cc1	nt	nt	-0.1%	9%	-0.2	88	2.5%	-7%	-1%	nt
COC(=O)COc1cccc2c(=O)n(CC(=O)N3CCC(C)CC3)ccc12	5%	1.0%[50 µM]	0.2%	-1%	-1.0	57	-0.1%	-5%	7%	-8%
Cc1ccc2cc(NC(=O)CC(CC(=O)O)c3ccccc3)ccc2n1 (stereo not drawn)	2%	-0.1%	-0.2%	11%	-0.7	62	0.3%	20%	2%	6%
COC(=O)CCC(=O)OC1(C)C(=O)C=C2C=C(C3CC3)N(Cc3ccc(OC)cc3)C=C2C1=O (stereo not drawn)	17%	0.1%	-0.2%	10%	4.9	89	0.1%	7%	2%	5%
Cc1ccc(-c2nnc(SCC(=O)N3CC(C)CC(C)C3)o2)cc1C (stereo not drawn)	0%	3.8%	-0.8%	1%	5.8	61	1.5%	-5%	3%	6%
O=C(Nc1ccc2c(c1)OCO2)c1ccc(CO)cc1	-3%	0.0%[50 µM]	nt	nt	-2.2	74	0.4%	nt	nt	1%
COc1cccc(NC(=O)CN(C)C(=O)c2ccc(N3CCOCC3)c([N+](=O)[O-])c2)c1	-6%	1.1%[50 µM]	nt	32%	-0.2	57	-1.4%	nt	nt	4%
O=C(Nc1ccc(N2CCOCC2)nc1)c1ccc(Cl)cc1	-1%	-0.3%	0.3%	1%	0.2	77	13%	9%	4%	-2%	NS5 inhibitors pilot replicate=1.2
CC(C)(C)c1cc(C(=O)NNC(=O)c2ccc(C(F)(F)F)cc2)no1	0%	0.2%	-0.4%	5%	-0.3	58	0.5%	5%	4%	2%
CCOC(=O)C1=NNC2C(=O)N(CC)C(=O)C12 (stereo not drawn)	1%	0.5%	0.3%	24%	1.1	40	-0.6%	3%	2%	11%
Oc1ccc(CN2CCN(Cc3ccccc3)CC2)c2cccnc12	-21%	-1.6%	0.4%	7%	1.8	69	1.1%	nt	nt	-1%
O=C(c1cc2ccccc2o1)N1CCN(S(=O)(=O)c2cccs2)CC1	0%	-0.1%	0.4%	8%	0.5	44	3.0%	4%	1%	-1%
Cc1ccc(Cn2c(CN(C)Cc3ccccc3)nc3c2c(=O)n(C)c(=O)n3C)cc1	-10%	-0.1%	0.1%	35%	14	79	0.1%	?	-1%	6%
Cc1sc2ncnc(N3CCC(C(=O)NNC(=O)COc4ccccc4Cl)CC3)c2c1C	-9%	-0.2%[50 µM]	nt	16%	6.9	67	?	nt	nt	6%
COc1ccc(C(=O)COC(=O)c2cccs2)cc1	-9%	0.8%[50 µM]	nt	nt	-1.6	45	nt	nt	nt	5%
CNS(=O)(=O)c1cccc(C(=O)OCC(=O)Nc2ccc(Cl)cc2F)c1	-2%	1.6%[50 µM]	0.5%	-2%	0.9	61	0.9%	-10%	-5%	11%
CCOc1ccccc1CN1CCCC(CNS(=O)(=O)c2ccc(OC)cc2)C1 (stereo not drawn)	-4%	1.3%	0.0%	8%	-0.3	44	0.2%	-12%	-4%	7%
COc1ccc(C2/C(=C(/O)c3ccc(Br)cc3)C(=O)C(=O)N2C)cc1 (stereo not drawn)	-2%	0.2%	-0.2%	0%	-0.1	58	-0.7%	16%	4%	5%	NS5 inhibitors pilot replicate=1.5
CC(C)(C)NC(=O)c1ccc(NC(=O)CSc2ccccc2)cc1	nt	-0.3%	0.7%	12%	0.2	48	4.4%	7%	-3%	-3%
COc1ccccc1CNCc1cc(OC)c(OC)c(OC)c1	-2%	-2.4%	-0.4%	-2%	0.0	43	-1.9%	-5%	6%	19%
COc1cc(CC(=O)OCC(=O)Nc2ccc(S(=O)(=O)N3CCCC3)cc2)cc(OC)c1OC	0%	0.0%	0.5%	-7%	0.1	70	0.5%	-4%	4%	11%
O=C(Nc1ccc(C(F)(F)F)cc1-c1ccccc1)c1ccccc1	15%	-2.1%	-0.2%	4%	-1.0	65	1.3%	41%	-6%	-4%
CCCCCCCCCCOC(=O)Cn1c(COc2ccccc2C)[n+](C)c2ccccc21	-7%	-0.6%	0.3%	21%	22	22	-2.8%	24%	0%	3%	NS5 inhibitors pilot replicate=-5.8
CN(C)CCCNC(=O)/C(=C\C=C\c1ccccc1)NC(=O)c1ccc([N+](=O)[O-])cc1	-8%	0.0%	1.2%	11%	-1.0	46	1.0%	8%	1%	-2%
O=C(c1ccc(Cn2cnnn2)cc1)N1CCCC(Nc2ccc(F)c(F)c2)C1 (stereo not drawn)	-5%	-0.2%	-0.5%	7%	-0.3	67	0.5%	3%	2%	5%
CS(=O)(=O)c1ccc(Cl)c(NC(=O)COC(=O)CNC(=O)c2ccc3ccccc3c2)c1	3%	1.1%[50 µM]	nt	10%	-0.2	49	1.4%	nt	nt	4%
N#Cc1cccc(-n2c(-c3ccccc3)nnc2-c2ccccc2)c1C#N	-6%	0.3%	0.3%	16%	2.0	62	10%	4%	-1%	1%
CN(C)CCNC(=O)CN1C(=O)CSc2ccc(S(=O)(=O)N3CCCCC3)cc21	4%	0.2%	0.0%	nt	-0.6	66	-0.3%	11%	-2%	10%
c1ccc(Cn2c(NCc3ccco3)nc3ccccc32)cc1	-4%	4.9%	-1.3%	11%	-2.4	79	0.3%	-4%	1%	4%
COc1cccc2[nH]c3c(N4CCC5(CC4)OCCO5)ncnc3c12	-5%	-0.6%	0.4%	7%	-0.4	46	nt	17%	-3%	2%
O=C(NC(=S)NCC1CCCO1)c1cccc([N+](=O)[O-])c1 (stereo not drawn)	-1%	1.3%	-0.2%	3%	0.2	41	0.8%	-8%	-1%	11%
CN(CC(=O)Nc1ccc(N2CCOCC2)cc1)C(=O)c1cc(S(=O)(=O)N(C)C)ccc1Cl	2%	0.1%	-0.3%	7%	0.6	69	0.2%	6%	1%	7%
COc1ccccc1NC(=O)CSc1nc2sc(C)c(C)c2c(=O)n1Cc1ccco1	-1%	0.6%	2.5%	4%	-0.6	85	5.2%	5%	-6%	8%
C[N+](C)(CC#Cc1ccccc1)CC(=O)c1ccccc1	-5%	12%	-0.7%	6%	-1.4	49	0.5%	2%	-1%	4%
Cc1ccc(N(C(=O)c2ccc(Br)o2)C2C=CS(=O)(=O)C2)cc1 (stereo not drawn)	-4%	-1.0%	0.1%	0%	0.3	44	0.0%	-1%	7%	2%
COc1ccc2[nH]c(=O)c(CN(Cc3cccs3)C(=S)Nc3ccccc3)cc2c1	nt	nt	0.1%	16%	2.2	75	5.5%	-4%	0%	nt
CC1CCN(CCNC(=O)CN(C)S(=O)(=O)c2cccc3nsnc23)CC1	5%	0.3%	-0.7%	-5%	-3.0	28	0.1%	8%	-1%	6%
Cc1c(Cl)cccc1NC(=O)c1cccnc1	-9%	7.7%	0.1%	6%	-0.4	73	1.7%	12%	0%	4%
COc1cc(C2c3[nH]c4ccccc4c3C[C@@H]3C(=O)N(Cc4ccco4)CC(=O)N23)cc(OC)c1OC (stereo partly drawn)	-1%	0.3%	-0.8%	14%	1.0	49	0.9%	10%	2%	9%
Clc1cccc(Cl)c1/C=C/c1ccn[nH]1	-8%	0.3%	2.0%	-9%	1.8	58	-1.0%	9%	-4%	19%
Cc1ccc(/C=N/NC(=O)CSc2nnc(-c3ccc(Cl)cc3)n2-c2ccccc2)o1	1%	1.7%	-0.6%	6%	6.1	75	3.0%	-26%	17%	2%
NC(=O)c1ccc(Oc2ccc(Cl)cc2)c([N+](=O)[O-])c1	-5%	0.5%	-0.1%	19%	0.4	57	nt	9%	2%	-1%
O=[N+]([O-])c1ccc(Sc2cccc3cccnc23)cc1	-8%	-0.9%	-0.3%	3%	0.5	51	4.7%	-5%	0%	20%
CCc1ccc(NC(=O)CCN2C(=O)c3cccnc3C2=O)cc1	-12%	2.6%	-0.4%	1%	0.5	66	1.6%	-1%	0%	4%
O=C(CNS(=O)(=O)c1ccc(Br)cc1)NC1CCCC1	-2%	-0.1%	-0.5%	-4%	-0.7	72	0.3%	10%	1%	4%
CCS(=O)(=O)N1Cc2ccccc2CC1C(=O)N(C)CC(=O)Nc1ccc(F)c(F)c1F (stereo not drawn)	3%	-1.4%	nt	11%	-0.3	50	0.9%	nt	nt	3%
CCc1[nH]nc2c1C(c1cccc(OC(=O)N3CCOCC3)c1)C(C#N)=C(N)O2 (stereo not drawn)	-1%	1.4%	1.2%	28%	0.2	52	-1.3%	-3%	6%	6%

(list continues)
SMILES	NS5 inhibitors	K1F lysis inhibition	West Nile virus CPE	SV40 large T antigen	NTR1 agonist	NTR1 agonist cell count 20 µM	RSV antiviral HEp-2	AID2073	SIAH1 antagonists	Rac1 GTP hydrolysis	others
Cc1ccc(N(CC(=O)NCc2ccc(F)cc2)C(=O)c2snc(C(N)=O)c2N)cc1C	3%	-0.2%	-0.5%	1%	0.5	56	2.1%	0%	0%	3%
O=[N+]([O-])c1ccc(NCc2ccccc2N2CCC(CO)CC2)nc1	-3%	0.2%	-0.5%	9%	-0.5	89	0.3%	-3%	-6%	6%
COc1ccc(S(=O)(=O)N(C)c2ccc(C(=O)Nc3ccccc3C(=O)N3CCOCC3)cc2)cc1	6%	0.1%	0.2%	4%	2.6	47	2.7%	6%	2%	8%
O=C(COC(=O)Cc1c(Cl)cccc1Cl)Nc1ccc2[nH]c(=O)[nH]c2c1	-2%	0.7%[50 µM]	nt	13%	0.6	37	8.7%	nt	nt	7%

Already shown: two of the compounds above.
SMILES	NS5 inhibitors	K1F lysis inhibition	West Nile virus CPE	SV40 large T antigen	NTR1 agonist	NTR1 agonist cell count 20 µM	RSV antiviral HEp-2	AID2073	SIAH1 antagonists	Rac1 GTP hydrolysis	others
COc1ccc(S(=O)(=O)N(C)c2ccc(C(=O)Nc3ccccc3C(=O)N3CCOCC3)cc2)cc1	6%	0.1%	0.2%	4%	2.6	47	2.7%	6%	2%	8%
O=C(COC(=O)Cc1c(Cl)cccc1Cl)Nc1ccc2[nH]c(=O)[nH]c2c1	-2%	0.7%[50 µM]	nt	13%	0.6	37	8.7%	nt	nt	7%

Rows are unselected. About 1.6% of those tested had a hit in this group.
